NR3A LBD binder = modulators (binders) of human NR3A ligand-binding domain; NR3A LBD differential scanning fluorimetry, Tm shift; 0% = protein alone, 100% = glycine-bound protein; AID 1259313; Tm shift relative to glycine control, % at 25 µM; hit rate 2.5% among 340,000;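 active = melting temperature shift of at least 10% of the positive control shift, at one fixed dose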
SENP6 block = blocks the human protease SENP6; Q9GZR1; Recombinant SENP6 catalytic domain, aminoluciferin luminescence; inhibition, % at 10 µM; hit rate 1.8% among 330,000;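 active = inhibition above about 50% at the single tested dose, limit read from the data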;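 note: plate controls were DMSO wells with enzyme for no effect and DMSO wells lacking enzyme for full effect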
hIAP activ = increases human intestinal alkaline phosphatase activity; P09923; purified human IAP, CDP-Star luminescence, 30 min; active compounds read high; 1 = vehicle-only enzyme, 0 = enzyme-free background; activation factor at 10 µM; hit rate 0.16% among 330,000; AID 2524;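 active = activation factor of the enzyme at least 2-fold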; note: the source names both 10 and 20 µM as test concentration; values of inactives mirror those of a sister screen read the other way
Target sequence (P09923 whole entry, looked up): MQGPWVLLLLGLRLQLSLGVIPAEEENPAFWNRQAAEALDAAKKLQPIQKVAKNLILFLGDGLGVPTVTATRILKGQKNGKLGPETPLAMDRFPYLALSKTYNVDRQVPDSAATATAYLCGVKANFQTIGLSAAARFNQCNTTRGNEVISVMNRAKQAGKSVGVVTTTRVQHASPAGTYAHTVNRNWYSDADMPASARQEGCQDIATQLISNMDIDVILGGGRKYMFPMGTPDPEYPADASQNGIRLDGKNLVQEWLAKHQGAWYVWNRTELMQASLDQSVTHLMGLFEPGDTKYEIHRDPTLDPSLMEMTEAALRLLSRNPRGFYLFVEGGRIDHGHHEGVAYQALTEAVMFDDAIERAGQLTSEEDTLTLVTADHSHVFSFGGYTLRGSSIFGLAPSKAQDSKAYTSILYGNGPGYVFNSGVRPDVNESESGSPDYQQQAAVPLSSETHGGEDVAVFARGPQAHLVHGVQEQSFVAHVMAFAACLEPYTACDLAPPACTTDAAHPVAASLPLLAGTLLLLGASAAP
SENP1 FRET inh = blocks the human SENP1 SUMO protease catalytic domain | recombinant SENP1 catalytic domain, CyPet-SUMO1-YPet FRET cleavage | inhibition, % at 10 µM | Q9P0U3 | hit rate 0.21% among 360,000;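 active = inhibition at least 30% at 10 µM, raw YFP signal under a set limit, fluorescence ratio 0.5 to 1.5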;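 note: 0% = enzyme with DMSO and 100% = no enzyme wells; some results filed as inactive read as strong as hits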
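Controls: no-enzyme wells low, DMSO-plus-enzyme wells high control. Test system: human recombinant His6-tagged SENP1 catalytic domain enzyme. Reagent: SFCypet-SUMO1-SFYpet FRET protein substrate, 25 nM final. Doses: one dose per compound, 10 µM, 0.5% DMSO. Detection: FRET, CFP and YFP emission. Timing: 50 min reaction at room temperature.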
MPTP inh = blocks calcium-induced mitochondrial swelling | isolated mouse mitochondria, Ca2+ swelling absorbance, 30 min | inhibition, % at 10 µM | hit rate 1.4% among 360,000;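 active = inhibition of 50% or more, scaled per plate between neutral and stimulator controls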;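 note: 0% = DMSO wells given calcium and 100% = 1 mM EGTA wells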
ATG4B inh = blocks human ATG4B protease cleavage of LC3 substrate | inhibition, % at 8.33 µM | hit rate 0.51% among 340,000 | Q9Y4P1 | ATG4B cleavage of LC3-PLA2, NBD-HPC fluorescence, 1 h; in the data active = inhibition above about 40%
Target sequence (Q9Y4P1 whole entry, looked up): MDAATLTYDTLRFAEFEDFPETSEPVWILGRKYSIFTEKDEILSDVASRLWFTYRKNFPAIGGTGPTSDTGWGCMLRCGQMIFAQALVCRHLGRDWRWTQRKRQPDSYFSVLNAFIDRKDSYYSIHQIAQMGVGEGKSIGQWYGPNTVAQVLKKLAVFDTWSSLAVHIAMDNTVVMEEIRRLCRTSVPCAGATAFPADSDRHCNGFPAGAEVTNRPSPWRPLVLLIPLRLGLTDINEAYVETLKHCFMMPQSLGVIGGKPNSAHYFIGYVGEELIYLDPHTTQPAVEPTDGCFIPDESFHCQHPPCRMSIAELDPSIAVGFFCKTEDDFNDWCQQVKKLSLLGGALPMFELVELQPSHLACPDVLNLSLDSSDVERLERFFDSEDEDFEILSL
PfG6PD inh = PfG6PD (Plasmodium falciparum) enzyme inhibition; PfGluPho enzyme, NADPH resazurin-diaphorase fluorescence; inhibition, % at 20 µM; hit rate 0.78% among 350,000;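 active = inhibition reaching at least a set limit at 20 µM in the primary screen, cut at about 59% in these data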;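 note: 0% = DMSO wells with substrate and 100% = DMSO wells lacking glucose-6-phosphate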
SENP8 block = inhibitors of human SENP8 protease; inhibition, % at 20 µM; hit rate 0.64% among 360,000; recombinant SENP8, Nedd8 substrate fluorescence; Q96LD8; in the data active = inhibition mostly above about 40%, no sharp cut-off; inactive = mostly below about 27%
Active calls of the source: *; . = no result given.

structure	NR3A LBD binder	SENP6 block	hIAP activ	SENP1 FRET inh	MPTP inh	ATG4B inh	PfG6PD inh	SENP8 block
CCOC(=O)C1(CC2CCCCO2)CCN(S(=O)(=O)c2c(C)nn(C)c2C)CC1 (configuration not stated)	-0.7	-21.5	1	1.7	-2.1	-0.3	-2.5	2.6
Cc1ccccc1-c1cc2nc(C)c(C)c(=O)n2[nH]1	0.7	-18.6	0.841	0.2	0.8	-3.4	1.9	-43.8
Cc1ccc(N=C2NC(=O)CS2)cc1C	0.1	-6.5	0.984	-4.6	-0.1	1.6	12.7	14.2
O=C(Cn1nc(Cc2cccnc2)c2ccccc2c1=O)NCC1COc2ccccc2O1 (configuration not stated)	-2.2	-0.2	0.868	-0.8	-1.9	6.1	-10.4	5.8
CCOC(=O)CSc1nc(Cc2ccccc2)nc2ccccc12	7.9	-0.9	0.986	1.9	-0.9	1.0	-14.8	7.1
COC(=O)c1sc2ccccc2c1-n1cccc1C(=O)C(=O)Nc1ccc(OC)cc1	1.4	5.4	1.14	4.2	2.3	3.3	8.9	23.4
C/C(=N/NC(=O)c1ccc2c(c1)OCO2)c1cccc([N+](=O)[O-])c1	1.1	5.4	1.07	-1.2	-0.9	-1.0	15.9	10.6
COc1ccccc1N(CC(=O)NC1CCCC1)C(=O)CCC(=O)Nc1ccccn1	-1.3	21.5	0.987	-1.7	-0.6	0.8	-6.6	9.3
COC(=O)N/N=C/c1cn(Cc2c(Cl)cccc2Cl)c2ccccc12	-5.4	-11.3	0.853	2.9	0.0	42.0*	19.9	10.5
CCOc1ccc(S(=O)(=O)NCCC(=O)NC(C)CCc2ccccc2)cc1 (configuration not stated)	-0.5	-6.1	0.908	0.4	-2.4	-16.8	2.4	4.6
COc1ccc(N2CCN(C(=O)COC(=O)CSc3ccccc3)CC2)cc1	-1.8	6.9	1.19	4.2	-1.2	-12.1	-11.3	14.6
COc1ccc2oc(=Nc3ccccc3)c(-c3nc4ccccc4[nH]3)cc2c1	2.1	16.5	0.901	-28.4	-0.6	0.3	-19.4	-455.8
COc1cccc(C2=CC(=O)CC(C)(C)C2=O)c1	.	.	.	0.0	-1.1	.	1.4	15.5
CCOC(=O)N1CCN(c2c(NCCN(C)Cc3ccccc3)c(=O)c2=O)CC1	0.2	5.0	1.06	2.4	0.4	-4.8	0.9	11.3
Cc1cc(-c2c(C)[nH]n(-c3ccc(Cl)cc3)c2=O)n(-c2ccccc2)n1	1.4	9.9	0.873	-1.6	2.6	-2.8	-25.4	-29.3
Cc1ccc(S(=O)(=O)N2CCCCC2)cc1C(=O)NCCCN1CCOCC1	-0.3	0.7	1.01	0.6	2.1	12.4	-4.3	-0.1
COc1cccc2cc(C(=O)Nc3cccnc3N3CCOCC3)c(=O)oc12	1.2	-10.6	1.04	-3.2	0.1	-14.7	8.5	34.1
O=C(Cc1ccccc1[N+](=O)[O-])N1CCOCC1	0.5	-4.8	0.827	1.1	-0.2	-1.7	-16.2	15.5
CNC(=O)C[C@@H]1C(=O)N(CCc2ccccc2)CC1(C)C	.	.	.	0.3	-0.2	.	-14.1	13.3
CC(C)Cn1c(N)c(C(=O)COC(=O)C2CC(=O)N(c3ccc4c(c3)OCCO4)C2)c(=O)n(C)c1=O (configuration not stated)	1.6	-2.3	0.895	-2.4	-2.8	-8.2	0.7	-1.6

Part of the list above, field by field.
COc1ccc(N2CCN(C(=O)COC(=O)CSc3ccccc3)CC2)cc1
  NR3A LBD binder: -1.8
  SENP6 block: 6.9
  hIAP activ: 1.19
  SENP1 FRET inh: 4.2
  MPTP inh: -1.2
  ATG4B inh: -12.1
  PfG6PD inh: -11.3
  SENP8 block: 14.6

CCOC(=O)CSc1nc(Cc2ccccc2)nc2ccccc12
  NR3A LBD binder: 7.9
  SENP6 block: -0.9
  hIAP activ: 0.986
  SENP1 FRET inh: 1.9
  MPTP inh: -0.9
  ATG4B inh: 1.0
  PfG6PD inh: -14.8
  SENP8 block: 7.1

CNC(=O)C[C@@H]1C(=O)N(CCc2ccccc2)CC1(C)C
  NR3A LBD binder: .
  SENP6 block: .
  hIAP activ: .
  SENP1 FRET inh: 0.3
  MPTP inh: -0.2
  ATG4B inh: .
  PfG6PD inh: -14.1
  SENP8 block: 13.3

Additional compounds:
structure	NR3A LBD binder	SENP6 block	hIAP activ	SENP1 FRET inh	MPTP inh	ATG4B inh	PfG6PD inh	SENP8 block
CCCC(=O)Nc1cc(OC)c(NC(=S)Nc2ccc(CC)cc2)cc1OC	4.6	.	.	1.9	1.3	4.3	26.9	-2.2
CN1CCC(=C2c3ccccc3Sc3ccccc32)CC1	0.3	.	.	1.6	92.0*	3.6	13.7	16.4
Cc1ccc(S(=O)(=O)n2nccc2-c2c(-c3ccccc3)noc2C)cc1	0.5	-9.7	1.16	3.6	13.7	6.5	-4.7	7.6
CCCCN(CCCC)CCNC(=O)c1cn(CC)c2ccc(S(=O)(=O)N(C)C3CCCCC3)cc2c1=O	1.7	-3.7	0.92	1.0	-2.0	-7.7	17.2	23.3
CCOc1ccccc1C(=O)NC(C(=O)NCc1ccccc1OC)C(C)C (configuration not stated)	0.5	-14.9	0.983	1.4	3.3	0.0	-9.2	13.2
O=C(c1ccccc1)c1ccc(-n2cnnc2)c([N+](=O)[O-])c1	5.0	-15.1	0.903	0.9	-0.4	1.5	12.4	5.8
CCOCCCNC(=O)C(c1ccccc1)N(Cc1ccc2c(c1)OCO2)C(=O)CNC(C)=O (configuration not stated)	0.0	-4.2	1.06	0.5	-0.9	-11.3	-14.6	9.9
NCCCCCC(=O)O	-0.8	-8.4	1.15	-1.1	-0.1	4.4	-20.5	18.3
CC(=O)Nc1cccc(NC(=O)CSc2nnc3ccc(-c4cccnc4)nn23)c1	-3.3	0.6	1.19	-0.3	0.3	-3.8	-8.4	-34.3
COc1cccc(C2Nc3c(F)cc(Br)cc3C3C=CCC32)c1OC (configuration not stated)	-1.5	8.1	1.06	10.4	31.5	5.5	-6.9	16.6
CCc1ccc(NC(=S)N2CCN(c3cccc(C(F)(F)F)c3)CC2)cc1	0.5	-11.0	0.875	2.5	15.3	-1.6	-4.4	12.4
CN(Cc1ccc(Cl)cc1)C(=O)COC(=O)CSc1ccc([N+](=O)[O-])cc1	-6.2	-15.0	1.09	4.3	-1.7	-1.6	34.4	11.8
Cc1cccc(C)c1OCC(N)C(C)C (configuration not stated)	-2.5	-8.4	1.09	3.5	-0.3	-2.3	13.3	0.8
COc1ccc(NC(=O)C2CCCN(S(=O)(=O)c3ccc4c(c3)CCCN4C(C)=O)C2)cc1 (configuration not stated)	3.4	0.6	0.816	2.0	-1.5	-2.9	-3.8	11.7
OCc1cc(-c2ccccn2)no1	0.3	-2.4	1.04	5.0	-0.1	9.9	-2.7	6.5
COc1ccn(C2CCCCO2)c(=O)n1 (configuration not stated)	-0.5	.	.	4.4	-0.4	-5.7	11.2	10.9
CN(c1ccccc1C(=O)Nc1ccc(F)c(Cl)c1)S(C)(=O)=O	0.4	-2.1	1.09	1.0	-1.3	-11.5	10.4	2.7
O=C(CSc1ccc(Cl)cc1)Nc1ccccc1Oc1ccccc1	-1.9	6.8	1.03	-0.9	1.0	40.3*	8.5	23.4
CS(=O)(=O)N1CCN(c2ccc([N+](=O)[O-])cc2F)CC1	0.3	-7.8	0.899	2.9	-0.8	1.1	28.6	6.7
CCNC(=S)N1CCN(c2nc(-c3cccc(OC)c3)cs2)CC1	18.8*	-30.5	1.06	1.2	1.8	-7.2	7.5	17.0
COCCNC(=S)Nc1cc2oc3ccccc3c2cc1OC	-1.6	5.2	1.18	2.4	1.2	-11.0	18.6	-14.2
COc1ccc(/C=N/n2c(-c3n[nH]c4c3CCC4)n[nH]c2=S)cc1	1.5	1.9	1.18	1.1	-2.7	-3.3	28.8	17.7
Cc1cc(C)cc(NC(=O)Cn2c(=O)oc3cc(S(=O)(=O)N4CC(C)CC(C)C4)ccc32)c1 (configuration not stated)	-2.5	-1.8	0.888	2.7	0.7	3.4	5.6	12.5
C/C(=N\NC(=O)c1nnn(-c2nonc2N)c1CN(C)c1ccccc1)c1cccs1	11.2*	-12.7	1.21	2.2	7.7	-11.0	24.4	4.1
CCOC(=O)N1CCc2c(sc3c2c(=O)n(-c2ccc(CC)cc2)c(=O)n3CC(=O)NCC2CCCO2)C1 (configuration not stated)	-0.1	6.8	1.24	0.9	-0.2	-10.1	-5.6	8.1
O=C(Nc1ccc(OC(F)(F)F)cc1)c1ccc2c(c1)no[n+]2[O-]	-3.8	46.9	0.938	1.8	82.5*	-3.5	69.8*	-1.1
O=C(c1ccco1)N1CCN(c2nnc(-c3ccccc3)c3ccccc23)CC1	-3.7	-0.2	0.975	1.4	3.5	-0.3	3.9	20.2
COc1ccc(-c2nc(CN3CCN(c4ncnc5ccccc45)CC3)c(C)o2)c(OC)c1	-1.2	-3.4	1.01	-4.8	66.1*	17.0	-5.8	-3.3
COC(=O)CC1=C(C(=O)OC)C(c2ccc3c(c2)OCO3)C(C#N)=C(N)O1 (configuration not stated)	-1.6	-24.3	1.03	-11.0	2.8	2.2	-4.1	-7.2
Cc1ccc(NC(=O)NN2CCOCC2)cc1	0.4	-13.0	1.05	1.1	0.5	1.0	-5.1	10.8
COc1ccc(S(=O)(=O)N2C(=O)/C(=C3\SC(N)=NC3=O)c3ccccc32)cc1	1.1	12.4	0.933	7.9	1.5	-3.2	7.5	31.6
Cc1ccc(CNC(=O)c2ccc(S(=O)(=O)N(C)C)cc2)n1C	2.0	-10.8	0.915	-3.2	-1.7	-1.2	14.8	2.6
COc1ccccc1C(=O)N(NC(=O)Oc1ccccc1)C(C)(C)C	-2.6	-9.6	1.03	0.5	-0.9	2.1	-1.9	30.6
Cc1ccc2c(c1)-c1c(cnn1CC(=O)O)CO2	-3.8	-7.3	0.93	-2.2	-1.4	-5.2	-3.2	15.8
Cc1ccc(NC(=S)NNC(=O)c2nn(C)c(C)c2Cl)cc1	-0.1	-2.9	0.868	-2.5	-2.3	-7.3	-3.3	18.9
COC(=O)C1CCN(C(=O)CN(C)Cc2ccc(C(C)(C)C)cc2)CC1	-0.7	-8.3	1.05	0.2	0.4	-5.3	11.7	6.8
CCc1ccc(S(=O)(=O)Nc2ccc(-c3ccc4nnc(C)n4n3)cc2)s1	-3.0	-5.2	1.03	15.9	-0.4	-13.2	-5.7	-489.8
CN(C(=O)c1ccc(Br)o1)C1(C)CCS(=O)(=O)C1 (configuration not stated)	1.1	-15.3	0.768	0.4	0.3	-7.1	-2.8	3.6
O=C(CC1S/C(=N\S(=O)(=O)c2ccc(F)cc2)N(c2ccccc2)C1=O)Nc1ccccc1 (configuration not stated)	1.3	-7.4	0.969	3.4	0.4	-14.6	-3.1	8.9
CC(=O)N1CCc2cc(C(=O)CN3CCN(C(=O)c4ccco4)CC3)ccc21	-1.6	-16.2	0.928	.	.	-6.3	9.4	.
COc1ccc(CC(=O)Nc2cc(S(=O)(=O)N3CCOCC3)ccc2N2CCOCC2)cc1	-3.4	-3.4	1.05	-0.2	0.4	-10.9	-2.0	19.3
O=C(Nc1ccc(N2CCCC2)cc1)c1cc(Br)ccc1Cl	-1.5	-16.2	0.906	-3.0	0.5	-0.8	-0.9	2.4
COCCCNC(=O)CCc1c(C)nc2c(c(C)nn2-c2ccccc2)c1C	-0.3	-15.9	1.14	1.7	0.9	-3.5	4.3	-174.2
COc1ccc(CCC(=O)NCCOc2ccc(C)cc2)cc1	-0.1	-3.8	1.01	2.1	0.9	1.6	-10.1	10.9
CNc1sc(C(=O)c2ccccc2F)c(N)c1-c1nc2ccccc2s1	4.0	33.0	1.23	-8.2	17.0	7.3	0.3	-12.6
CCN(CC)C(=O)Cc1ccccc1	-1.8	-22.3	1.05	1.4	0.4	-1.5	-10.1	42.4*
O=C(Nc1ccc(SC(F)F)cc1)C1=COCCO1	-0.5	43.1	1.1	0.0	0.6	1.7	7.0	21.8

Screening results from PubChem BioAssay.
